Screens (PubChem BioAssay)
H9c2 TAG inh: inhibitors of triacylglycerol accumulation; H9c2 cells, Nile Red lipid (TAG) fluorescence; cells loaded with 200 µM oleic acid; 230,000 tested, 0.66% active; inhibition, % at 12.5 µM;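 active = pattern-corrected inhibition of lipid staining of at least 50% with the nuclear-stain viability signal not falling by more than 50%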;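 note: 0% = DMSO wells and 100% = triacsin C control wells; some results filed as inactive read as strong as hits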
H9c2 TAG inh DAPI viability: second read-out of H9c2 TAG inh, no call of its own (marks repeat the call); DAPI nuclei signal change (viability), lower = more cytotoxic, %;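 whole-well DAPI fluorescence read on a plate reader as a viability signal; minus 50 percent equals half of cells still viable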
Active calls of the source: *; i = inactive. An excerpt (hit frequency here may not be typical).

Start of the listing, in advance, 2 compounds:
SMILES	H9c2 TAG inh	H9c2 TAG inh DAPI viability
CCCCN1C[C@H](COC(=O)CCC)Oc2cccc(F)c2S1(=O)=O	7	-12
Cc1c(NC(=O)c2cc3nc(-c4ccc(Cl)cc4)cc(C(F)(F)F)n3n2)c(=O)n(-c2ccccc2)n1C	3	3

The whole of this part, previewed entries included:
SMILES	H9c2 TAG inh	H9c2 TAG inh DAPI viability
CCCCN1C[C@H](COC(=O)CCC)Oc2cccc(F)c2S1(=O)=O	7	-12
Cc1c(NC(=O)c2cc3nc(-c4ccc(Cl)cc4)cc(C(F)(F)F)n3n2)c(=O)n(-c2ccccc2)n1C	3	3
O=S(=O)(c1ccc(Nc2ccc3c(c2)OCO3)nc1)N1CCOCC1	-23	9
O[C@H]1c2ccccc2[C@H](Cc2cncs2)[C@@H]1Br	-25	-2
O=c1[nH]c2ccccc2c2ccccc12	-10	10
CCCCN1CC(COCc2ccccc2)Oc2cccc(N3CCCC3)c2S1(=O)=O (configuration not stated)	-5	-2
CCOc1ccc(NC(=O)Nc2nnc(CC)s2)cc1	-4	10
CN(CCO)Cc1csc2ccc(Br)cc12	-7	12
COc1ccc(C(=O)O)c(OC)n1	-1	-4
CCOc1ccccc1N(CC(=O)Nc1ccccc1)S(=O)(=O)c1ccccc1	-4	-6
Cc1c(Cl)cccc1-c1ccc(C(=O)N2CCN(c3ccc([N+](=O)[O-])cc3)CC2)o1	-2	-4
CC(=O)c1c(O)cc(=O)n(-c2ccccc2)c1-c1cccc2ccccc12	-41	2
C=CCn1c(C)cc(C(=O)COC(=O)C2CC(=O)N(CCc3ccc(OC)c(OC)c3)C2)c1C (configuration not stated)	9	3
O=C(O)c1oc2ccc(Br)cc2c1-n1cccc1	-3	-11
CC(C)NC(=O)CNc1ccc(C(F)(F)F)cc1[N+](=O)[O-]	4	-4
O=C(O)CC(CC(=O)Nc1ccc(N2CCOCC2)cc1)c1ccccc1 (configuration not stated)	-12	10
O=C(OCCN1CCOCC1)c1ccccc1Cl	14	1
COc1cc(Nc2nc3ccccc3n3nnnc23)cc(OC)c1OC	8	4
COc1ccc(CN(C)C(=O)CCc2ccc(S(=O)(=O)N3CCCCCC3)cc2)c(OC)c1	-14	-1
CCOCCOc1cc(NCc2ccccc2)c2ncn(C(C)C)c2c1	2	5

Arranged by length of the SMILES (low to high): 4 of the compounds above
SMILES	H9c2 TAG inh	H9c2 TAG inh DAPI viability
O=C(O)c1oc2ccc(Br)cc2c1-n1cccc1	-3	-11
O=C(O)CC(CC(=O)Nc1ccc(N2CCOCC2)cc1)c1ccccc1 (configuration not stated)	-12	10
CC(=O)c1c(O)cc(=O)n(-c2ccccc2)c1-c1cccc2ccccc12	-41	2
C=CCn1c(C)cc(C(=O)COC(=O)C2CC(=O)N(CCc3ccc(OC)c(OC)c3)C2)c1C (configuration not stated)	9	3

(more compounds)
SMILES	H9c2 TAG inh	H9c2 TAG inh DAPI viability
COc1ccc(C(c2nnnn2C2CCCCC2)N2CCN(c3ccccc3F)CC2)cc1 (configuration not stated)	9	0
CCN(CC(=O)Nc1c(F)cccc1F)C(=O)CN1C(=O)NC2(CCCC2)C1=O	8	-1
CCN(CC(=O)NCc1cccs1)C(=O)c1ccc(-c2ccccc2F)o1	13	-11
COc1ccccc1NC(=S)NNC(=O)c1nn(C)c(C)c1Cl	-13	-2
CCN(C(=O)COC(=O)c1ccc2ccccc2c1)c1c(N)n(Cc2ccccc2)c(=O)[nH]c1=O	17	5
O=C(O)C1C2C=CC(C2)C1C(=O)Nc1ccc(Cl)c(Cl)c1 (configuration not stated)	-12	-2
Cc1ccc(C)c(S(=O)(=O)NCCC(=O)N2CCCC(C(N)=O)C2)c1 (configuration not stated)	17	-1
CCN1C(=NCCc2ccccn2)N[C@@H](c2cccc(F)c2)C(C(=O)OC)=C1C	-3	2
CC(C)=NOc1nc(N(C)C)nc(N2CCOCC2)n1	7	-8
CCOC(=O)NCc1ccccc1	-2	2
Cc1ccnn1C(C)C(=O)O (configuration not stated)	6	-2
CN(c1ccccc1)S(=O)(=O)c1ccc(C(=O)OCC(=O)NCc2cccs2)cc1	5	8
CCOC(=O)c1cn2nc(-c3ccc(OCC)cc3)cc2nc1C1CCN(C(=O)OC(C)(C)C)CC1	42	46
O=c1c(O)c(-c2ccc3c(c2)OCO3)oc2ccccc12	-8	42
O=C1CCCC(=O)N1CCCCCCN1C(=O)CCCC1=O	-3	-4
CSCCC1Nc2ccc(S(=O)(=O)N3CCOCC3)cc2NC1=O (configuration not stated)	-6	6
O=C(COC(=O)COc1cccc(C(F)(F)F)c1)NC1CCCC1	-12	8
CC(C)(C)C(=O)NC(=S)Nc1sc2c(c1C(N)=O)CCC2	7	-6
O=C(CCNS(=O)(=O)c1ccc2ccccc2c1)NCCOc1ccccc1	-6	0
O=C(O)CCCCCCNS(=O)(=O)c1ccccc1	-4	4
O=C(N/N=C/c1ccc[nH]1)c1ccccc1O	20	-17
N#Cc1ccc(-c2ccc(Cl)cc2)nc1Oc1ccc(F)cc1	-9	9
O=C(COc1ccc(Nc2ccccc2)cc1)Nc1ccncc1	-17	0
O=C(NC1=NCCS1)C1CC2CCC1C2 (configuration not stated)	1	5
O=C1CCCC(=O)C1C(=O)C1CCN(S(=O)(=O)c2ccccc2)CC1	2	3
O=C(CN1C(=O)COc2ccc(S(=O)(=O)N3CCCC3)cc21)N1CCCC1	0	7
CN(C)S(=O)(=O)c1cccc(-c2nnc(SCc3cc(Cl)cc4c3OCOC4)n2N)c1	-24	-3
CCN(CC)CCNC(=O)Cn1cnc2sc(C)c(S(=O)(=O)N3CCN(c4ncccn4)CC3)c2c1=O	12	-7
COc1ccc(N2CCN(C(CNC(=O)C(=O)NCCCn3ccnc3)c3ccco3)CC2)cc1 (configuration not stated)	-6	2
Nc1ccc(OCCc2ccccc2)cc1	14	-4

Looked up above.
Under H9c2 TAG inh DAPI viability, CC(C)NC(=O)CNc1ccc(C(F)(F)F)cc1[N+](=O)[O-] reads -4
Under H9c2 TAG inh, COc1ccc(CN(C)C(=O)CCc2ccc(S(=O)(=O)N3CCCCCC3)cc2)c(OC)c1 reads -14
Under H9c2 TAG inh DAPI viability, CCCCN1CC(COCc2ccccc2)Oc2cccc(N3CCCC3)c2S1(=O)=O (configuration not stated) reads -2
Under H9c2 TAG inh, O=C(COc1ccc(Nc2ccccc2)cc1)Nc1ccncc1 reads -17
Under H9c2 TAG inh DAPI viability, CCOC(=O)NCc1ccccc1 reads 2
Under H9c2 TAG inh, O=C1CCCC(=O)N1CCCCCCN1C(=O)CCCC1=O reads -3

More records.
SMILES	H9c2 TAG inh	H9c2 TAG inh DAPI viability
CCCCNS(=O)(=O)c1ccc2nc(-c3cccnc3)cc(C(=O)NCCCOC)c2c1	-2	-1
Clc1ccc(C[n+]2cc(-c3ccccc3)n3c2CCC3)cc1	-11	8
C[C@H](NC(=O)c1ncn2c1C(=O)N(C)CC2)C(=O)OC(C)(C)C	-9	2
O=C(NCCCN1CCN(c2ccc(F)cc2)CC1)Nc1ccc([N+](=O)[O-])cc1	-4	-1
Cc1ccc(SC(=O)c2c(C)noc2-c2cc(C)on2)cc1	7	-3
CS(=O)(=O)N1CCc2cc(C(=O)NC3CC3)ccc21	-7	-10
Cc1ccc(C(=O)N/N=C\c2ccccn2)cn1	10	-9
COc1cccc(C(=O)NCC(=O)N2CCC(C)CC2)c1	-8	-5
O=C(COC(=O)c1cccnc1Cl)c1ccc(OC(F)F)cc1	4	6
COC(=O)c1cc2occc2n1Cc1nc(-c2ccccc2Cl)oc1C	-24	-4
CCNC(=S)NNC(=O)CCn1cc(C)cn1	-4	15
C/C(=N\O)c1ccc2c3c([nH]c2c1)CCCC3	-1	5
COc1cccc(C(=O)Nc2cc3c4c(c2)CC(=O)N4CCC3)c1	2	2
O=C(CSCc1ccc(Cl)cc1Cl)Nc1ccccc1C(=O)Nc1ccc(C(=O)O)cc1	-1	-7
Cn1c(N)c(C(=O)COC(=O)CC2CC3CCC2C3)c(=O)n(C)c1=O (configuration not stated)	1	2
CC[N+](C)(C)c1cccc(O)c1	7	-17
CCc1cc(-c2nnn(CCC3COCCO3)c2CC)ccc1-c1cn(Cc2ccccc2)nn1 (configuration not stated)	-15	15
Cc1ccc2nc(N3CCOCC3)c(C=O)cc2c1	-2	5
S=c1ccc2ccccc2[nH]1	-11	i
O=C(NN=Cc1ccc2c(c1)OCO2)C1CC1	-8	5
Cc1ccc(S(=O)(=O)NC2CCCCC2)c(C)c1NS(C)(=O)=O	23	-16
COc1ccc(CCNC(=O)c2c(C)nc3ccccn23)cc1	0	-4
COc1ccc(-n2nc3c(c2NC(=O)C(C)Oc2ccccc2)CS(=O)C3)cc1 (configuration not stated)	3	-9
Cc1ccn(CC(=O)N2CCCC(N3CCN(c4cccc(C(F)(F)F)c4)CC3)C2)n1 (configuration not stated)	-9	-5
O=C(CCC1CCCN(C(=O)c2cc3ccccc3o2)C1)NCc1ccc(F)c(F)c1 (configuration not stated)	4	-10
CCCN(CC(=O)Nc1ccccc1OC)C(=O)c1ccc(COc2ccccc2)o1	-13	0
CCN(CC)C(=O)Cn1nc(C)c2ccccc2c1=O	-5	8
COc1cccc(CC(=O)Nc2cc(C(F)(F)F)ccc2N2CCCC2)c1	9	-4
Cc1cc(=O)[nH]c(N/N=C/c2c(C)nn(-c3ccc(F)cc3)c2Cl)n1	28	1
Cc1ccc(-c2nc(C(F)(F)F)cc(=O)[nH]2)cc1	0	-2
CCCCNC(=O)c1ccccc1NC(=O)CCSc1ccccc1	11	4
N#Cc1ccc(CN2CCN(C(=O)C3CC(=O)N(c4ccccc4F)C3)CC2)cc1 (configuration not stated)	4	-6
O=C(c1ccc2c3c(cccc13)CC2)C1CCCN(Cc2ccccn2)C1 (configuration not stated)	-12	31
COc1ccc(C)cc1NC(=O)C1CCCN1C(=O)OCc1ccccc1 (configuration not stated)	21	-11
COc1cc2c(cc1OC)CN(C(=O)CCNC(=O)c1ccccc1Cl)CC2	4	-7
CCOc1ccc(N2C(=O)CC(NNc3nc4ccccc4s3)C2=O)cc1 (configuration not stated)	11	3
CCOC(=O)C1=C(C)S/C(=C\N(C)C)C1=O	8	-5
CCOC(=O)c1sc(=NC(=O)COc2ccccc2)n(C)c1C	-2	4
CCOC(=O)N1CCC2(CC1)NCCc1c2[nH]c2ccccc12	3	6
Cc1cc(C)cc(NC(=O)Nc2ccc3ccccc3n2)c1	4	-2
COc1cc(OC)c(NC(C)C(=O)N2CCCC2)cc1Cl (configuration not stated)	-10	23
CCOc1ccc(S(=O)(=O)N2CCN(Cc3ccccc3)CC2)cc1	-8	-5
C#Cc1ccc([C@@H]2C=C(C(=O)N3CCOCC3)O[C@H](OCCCCO)C2)cc1	-45	11
O=C(N/N=C/c1ccc([N+](=O)[O-])s1)C(O)c1ccccc1 (configuration not stated)	4	-7
CCN1CCN(C(=O)C(=O)c2cn(CC(=O)N3CCCC3)c3ccccc23)CC1	3	0
CCN(CC)c1ccc(/C=N/Nc2nn[nH]n2)cc1	7	-10

Reprinted at random: 6 entries already listed.
SMILES	H9c2 TAG inh	H9c2 TAG inh DAPI viability
CCN1CCN(C(=O)C(=O)c2cn(CC(=O)N3CCCC3)c3ccccc23)CC1	3	0
O=C(N/N=C/c1ccc([N+](=O)[O-])s1)C(O)c1ccccc1 (configuration not stated)	4	-7
CCN(CC)c1ccc(/C=N/Nc2nn[nH]n2)cc1	7	-10
COc1cc(OC)c(NC(C)C(=O)N2CCCC2)cc1Cl (configuration not stated)	-10	23
CCOc1ccc(S(=O)(=O)N2CCN(Cc3ccccc3)CC2)cc1	-8	-5
C#Cc1ccc([C@@H]2C=C(C(=O)N3CCOCC3)O[C@H](OCCCCO)C2)cc1	-45	11
